# Screening data from PubChem.
# TRPC6 inhibitor: mouse TRPC6 channel inhibitors, primary screen, cell-based, HEK293, membrane potential dye | Short transient receptor potential channel 6 (Mus musculus), Q61143 | ACh-evoked depolarization; stronger effect = lower value | B-score at 10 µM | actives 1.1% (n = 310,000) | AID 2553, 2010;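 active means B-score under library mean minus 3 SD, initial fluorescence not abnormally high, positive integrated signal ratio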;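 further: B-score derived from integrated fluorescence ratio over the kinetic read; more negative B-score means stronger inhibition of depolarization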
# HIF act: HIF pathway transcriptional activators, primary screen, cell-based, U2OS HRE-luciferase, luminescence; U2OS HRE-luciferase reporter; normalized: DMSO 0%, desferrioxamine 100%; activation, % at 7.5 µM (by protocol); actives 0.32% (n = 300,000);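 active means mean activation of at least 10% of the iron chelator positive control signal, with at least half of replicates also reaching 10%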
# TRPC6 activator: mouse TRPC6 channel activators, primary screen, cell-based, HEK293, membrane potential dye; Short transient receptor potential channel 6 (Mus musculus), Q61143; HEK293-TRPC6 membrane potential dye fluorescence; stronger effect = higher value; B-score at 10 µM; actives 0.13% (n = 310,000); AID 2550, 2010;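 active means B-score of the integrated fluorescence ratio above library mean plus 3 SD, and starting fluorescence ratio within library mean plus 5 SD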;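 further: higher score means more depolarization so channel activation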
# KLF5 inh: KLF5 expression inhibitors, primary screen, DLD-1 cells, luminescence | AID 1700, 2009 | actives 0.23% (n = 290,000) | inhibition, % at 5 µM | DLD-1 KLF5 promoter-luciferase reporter;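 active means inhibition above a per-plate limit of that plate's mean compound inhibition plus 3 SD, cut at about 60% in these data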;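 further: 0% = DMSO wells and 100% = LY294002 at 200 µM; higher means less KLF5 promoter-driven luciferase light; inactives centre near -14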
# TRPC4 act: activators of mouse TRPC4 channel, primary screen, Fluo4 calcium, HEK293 TRPC4beta/mu-opioid cells | actives 0.49% (n = 310,000) | AID 2237, 2010 | B-score at 10 µM | Fluo4 calcium fluorescence; stronger effect = higher value;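 active means B-score above 5 SD of library B-scores, and initial fluorescence ratio not above library mean plus 5 SD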;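 further: positive B-score marks a calcium rise read as TRPC4 activation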
# Target sequence (Q9QUQ5 whole entry, looked up): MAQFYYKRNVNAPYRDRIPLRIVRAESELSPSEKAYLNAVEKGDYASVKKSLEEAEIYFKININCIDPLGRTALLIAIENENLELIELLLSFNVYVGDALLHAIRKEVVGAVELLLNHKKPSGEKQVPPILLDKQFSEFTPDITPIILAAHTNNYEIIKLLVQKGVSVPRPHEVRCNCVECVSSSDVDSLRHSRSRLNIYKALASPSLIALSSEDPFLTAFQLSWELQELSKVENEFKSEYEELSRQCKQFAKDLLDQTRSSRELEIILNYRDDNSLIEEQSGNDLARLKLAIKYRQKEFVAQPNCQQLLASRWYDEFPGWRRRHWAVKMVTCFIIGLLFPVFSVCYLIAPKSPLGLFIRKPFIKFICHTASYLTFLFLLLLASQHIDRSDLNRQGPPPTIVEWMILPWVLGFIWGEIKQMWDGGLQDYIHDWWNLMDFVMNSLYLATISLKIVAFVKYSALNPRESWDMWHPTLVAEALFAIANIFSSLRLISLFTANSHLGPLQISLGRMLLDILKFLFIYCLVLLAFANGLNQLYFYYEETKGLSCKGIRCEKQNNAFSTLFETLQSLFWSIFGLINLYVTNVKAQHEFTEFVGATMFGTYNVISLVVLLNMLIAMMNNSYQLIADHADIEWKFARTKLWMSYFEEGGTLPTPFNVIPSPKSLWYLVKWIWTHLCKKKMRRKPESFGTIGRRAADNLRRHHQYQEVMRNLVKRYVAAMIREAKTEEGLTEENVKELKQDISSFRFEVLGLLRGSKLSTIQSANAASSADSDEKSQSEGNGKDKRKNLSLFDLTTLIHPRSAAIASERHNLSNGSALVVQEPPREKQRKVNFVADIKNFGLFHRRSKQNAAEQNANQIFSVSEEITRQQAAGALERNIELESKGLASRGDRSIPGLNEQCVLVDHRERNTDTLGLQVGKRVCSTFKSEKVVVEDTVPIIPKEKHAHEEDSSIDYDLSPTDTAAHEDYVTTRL
#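 Assay system: HEK293 cells stably co-expressing mouse TRPC4beta and mu-opioid receptor / Timing: Fluo4 dye loading 45 min at room temperature, 110 s recording / Signal: Fluo4 calcium-sensitive dye fluorescence, kinetic, 1 Hz baseline / Read-out: integrated baseline-normalised fluorescence ratio, converted to per-well B score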
# TRPC4 block: inhibitors of mouse TRPC4 channel, primary screen, Fluo4 calcium, HEK293 TRPC4beta/mu-opioid cells | DAMGO-evoked Fluo4 calcium flux; stronger effect = lower value | actives 0.39% (n = 300,000) | B-score at 10 µM | Short transient receptor potential channel 4 (Mus musculus), Q9QUQ5 | AID 2247, 2010;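 active means B-score over 3 SD under the library average, no early fluorescence shift, positive overall ratio signal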
#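 Assay system: HEK293 cells with stable TRPC4beta plus mu-opioid receptor expression. Dosing: single dose. Measured by: Fluo4 Ca2+ flux fluorescence. Also added: DAMGO in two steps, submaximal then maximal. Read-out: B score from integrated Fluo4 fluorescence ratio.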
# TRPC4 potent: positive allosteric modulators of TRPC4, primary screen, cell-based, mouse TRPC4beta, HEK293 mu-opioid, Fluo-4 calcium; DAMGO EC20, Fluo-4 Ca2+ flux; stronger effect = higher value; B-score at 10 µM; actives 0.42% (n = 310,000);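 active means B-score of calcium response area above 5 SD of library B-scores, with initial fluorescence ratio within 5 SD of library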;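 further: B-score of integrated fluorescence ratio over time as area under calcium response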
# IEC-6 cytotox: cytotoxicity in IEC-6 intestinal epithelial cells, primary screen, cytotoxicity control for KLF5 inhibitor project, cell-based, luminescence | IEC-6 cytotoxicity, luminescence viability | inhibition, % at 5 µM | actives 0.78% (n = 290,000) | AID 1825, 2009; in the data active means inhibition above about 22%;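 further: 0% = plate median of test compound wells and 100% = cytotoxic reference compound wells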
# aSyn 5UTR inh: MLPCN primary screen, SNCA 5' untranslated region; inhibition, % (tested at 7.5 µM); alpha-synuclein 5'UTR reporter, inhibitor activity; actives 0.82% (n = 300,000); in the data active means inhibition above about 60%;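 further: H4 neuroglioblastoma cells stably carrying SNCA 5'UTR luciferase fusion; 0% = DMSO wells and 100% = positive control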
# MrgX1 antagonist: antagonists of human MrgX1 receptor, primary screen, HEK293 cells, Fluo-4 calcium flux. Mas-related G-protein coupled receptor member X1 (Homo sapiens), Q96LB2. BAM8-22 antagonism; stronger effect = lower value. B-score at 10 µM. actives 1.3% (n = 310,000);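 active means calcium-response B-score plate-corrected more than 3 library SD below zero, starting fluorescence within 5 deviations, no agonist response on first addition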;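 further: peak minus trough fluorescence over baseline after final BAM8-22 challenge near maximal dose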
# SKKanGAS inh: S. pyogenes SKKanGAS growth inhibitors in kanamycin, primary screen, streptokinase expression inhibitor project, SKKanGAS strain, BacTiter-Glo luminescence. 6 h. inhibition, % at 7.5 µM. actives 1.3% (n = 300,000). AID 1662, 2009;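 active means mean replicate score, as percent of positive control median, at least 50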;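 further: strain carries kanamycin resistance gene driven by streptokinase promoter and grows in 40 µg/ml kanamycin; loss of luminescence reflects streptokinase promoter inhibition or plain growth inhibition; 0% = median of DMSO wells and 100% = positive control at its reference dose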
# An asterisk follows results filed as active; i = inactive; x = no result given.
SMILES,TRPC6 inhibitor,HIF act,TRPC6 activator,KLF5 inh,TRPC4 act,TRPC4 block,TRPC4 potent,IEC-6 cytotox,aSyn 5UTR inh,MrgX1 antagonist,SKKanGAS inh
CS(=O)(=O)N(CC(=O)Nc1ccccc1C(=O)NCCc1ccccc1)c1ccc2c(c1)OCCO2,i,1.5,i,-31,i,i,i,0,-153,i,7
COc1ccc(S(=O)(=O)Nc2ccc3ccccc3c2)cc1C,i,0.4,i,-21,i,i,i,2,25,i,-2
COc1ccc(N2C(=NC(=O)C3CCCCC3)SC3CS(=O)(=O)CC32)c(OC)c1 (stereo not drawn),i,0.2,i,-27,i,i,i,-4,26,i,-4
Cc1ccc(NC(=O)c2cnn(C)c2)cc1[N+](=O)[O-],i,-0.3,i,-26,i,i,i,3,-22,i,8
CC(Cc1ccccn1)NC(=O)c1ccc(OC2CCN(CCc3ccccc3)CC2)cc1 (stereo not drawn),i,1.6,i,-59,i,i,i,-1,-60,x,-2
COc1ccc(-c2ccc(SCC(=O)c3ccc(F)cc3)nn2)cc1OC,i,0.6,i,0,i,i,i,7,-7,i,-7
COc1ccc(N(Cc2cc3cccc(C)c3[nH]c2=O)C(=O)C2CCCO2)cc1 (stereo not drawn),i,-0.2,i,-4,i,i,i,6,-4,i,0
CC(C)[C@H](NC(=O)C1CCN(C(=O)[C@H](Cc2ccccc2)NC(=O)OC(C)(C)C)CC1)C(=O)O,i,0.2,i,-20,i,i,i,0,-20,i,-4
CCc1ccc(OCc2cnc(Cl)s2)cc1,i,2.1,i,-3,i,i,i,-7,-78,i,5
O=C(c1cncc(Br)c1)N1CCc2ccccc2C1,i,0.8,i,-7,i,i,i,0,-21,i,4
Cc1ccc(S(=O)(=O)N2CCN(C)CC2)c2nsnc12,i,0.4,i,-12,i,i,i,-4,-15,i,-8
O=C(c1ccco1)N1CCN(C(=O)c2cc3ccccc3oc2=O)CC1,i,-0.4,i,20,i,i,i,-1,5,i,-1
O=C(Nc1ccccc1F)C1CCN(S(=O)(=O)c2cccc3nonc23)CC1,i,-15,i,18,i,i,i,0,15,i,20
Cn1c(Cc2ccccc2)nnc1SCc1nc2ccccc2c(=O)[nH]1,i,0.0,i,-33,i,i,i,2,11,i,-6
COc1ccc(NC(=O)CSCC(=O)N(C)Cc2cccc(OC)c2OC)cc1,i,-0.3,i,x,i,i,i,x,0,i,-8
Cc1ccc(-c2nnc(Nc3ccc4c(c3)OCO4)c3ccccc23)cc1S(N)(=O)=O,i,-0.1,i,-8,i,i,i,-11,32,i,7
CCOC(=O)CCc1c(C)c2ccc(OC(C)C(=O)OCC)c(C)c2oc1=O (stereo not drawn),i,0.1,i,10,i,i,i,0,14,i,-1
COC(=O)[C@@H](NC(=O)NCc1ccccc1F)C(C)C,i,-0.3,i,2,i,i,i,-5,-27,i,0
CC(=O)NCCC(=O)Nc1cc(S(=O)(=O)N2CCOCC2)ccc1N1CCOCC1,i,158*,i,-23,i,i,i,-4,10,i,-6
COc1ccc(/C=N/n2cnnc2)cc1Cn1nc(C)c([N+](=O)[O-])c1C,i,-0.1,i,-30,i,i,i,5,13,i,-4
COc1ccc(NC(=O)CN(C)C(=O)c2cccc(S(=O)(=O)N3CCN(c4ccccc4)CC3)c2)cc1,i,-2.3,i,x,i,i,i,x,11,i,4
c1ccc2c(c1)ncn2CCN1CCCCC1,i,0.3,i,-26,i,i,i,-5,-7,i,6
Cc1cc(C)cc(NC(=O)C(C)N2C(=O)c3ccccc3C2=O)c1 (stereo not drawn),i,0.4,i,-47,i,i,i,5,-11,i,0
O=C(NCC1CCCCC1)c1cccc(-c2ccc(O)cc2)c1,i,0.0,i,-31,i,i,i,4,-3,i,20
COc1ccc(Cn2c(=O)[nH]c3cc(C(=O)NCCCOC(C)C)ccc3c2=O)cc1,i,-0.2,i,-22,i,i,i,-1,9,i,-5
Cc1nc(NC(=O)c2cccnc2)ccc1Br,x,2.1,x,-25,x,x,x,-2,-83,i,0
C=CCn1cc(/C=C/c2cc[n+](C)cc2)c2ccccc21,i,2.0,i,-35,i,i,i,9,17,i,-7
Cc1ccccc1CSCC(=O)N1CCN(c2ccccc2)CC1,i,1.8,i,-40,i,i,i,-2,-38,i,-3
COC(=O)Cc1ccc(NC(=S)N2CCN(c3cccc(O)c3)CC2)cc1,i,-0.2,i,-23,i,i,i,-2,-9,i,5
Cc1cc(C)n(CCCNC(=O)C2CCC(=O)N(CCc3ccc(Cl)cc3)C2)n1 (stereo not drawn),i,-0.3,i,-24,i,i,i,-3,7,i,-2
CCOC(=O)Cc1csc(NC(=O)c2ccc([N+](=O)[O-])cc2[N+](=O)[O-])n1,i,-0.7,i,1,i,i,i,2,15,i,10
Cc1cccc(NC(=O)NC(=O)c2ccccc2)n1,i,3.5,i,-48,i,i,i,-4,-139,i,11
CCc1ccccc1NC(=O)[C@@H]1CCC(=O)N1C1OC(=O)c2c1ccc(OC)c2OC (stereo partly drawn),i,-0.4,i,-18,i,i,i,4,11,i,3
Cc1ccc(SCCSc2ncccn2)cc1,i,3.7,i,-156,i,i,i,-9,-110,i,2
CC(C)c1ccc(CNc2nnnn2C)cc1,i,0.1,i,-57,i,i,i,-4,-4,i,1
Cc1cc(C)c(C#N)c(N2CCN(Cc3ccc4c(c3)OCO4)CC2)n1,i,-0.5,i,-4,i,i,i,4,12,i,11
Fc1ccc(Cn2nnc(-c3ccc(Cl)cc3)n2)cc1,i,-7.0,i,-29,i,i,i,-9,-46,i,2
O=C(c1cc([N+](=O)[O-])ccc1Cl)N1CCN(c2ccc([N+](=O)[O-])cc2)CC1,i,0.1,i,10,i,i,i,-2,32,i,-2
CCCCNC(=O)Cn1cnc2sc(C)c(S(=O)(=O)N3CCN(c4ccccc4OC)CC3)c2c1=O,i,0.0,i,-4,i,i,i,-6,7,i,18
CCC1CCCCN1CCCNC(=O)c1ccc2c(c1)NC(=O)CN2C (stereo not drawn),i,-0.3,i,-25,i,i,i,0,9,i,-21
O=C1[C@H]2[C@H](C=CC[C@H]2C(=O)N2CCOCC2)CCN1Cc1ccc(Cl)c(Cl)c1,i,0.0,i,x,i,x,i,x,-12,i,4
c1ccc(-n2nnnc2Oc2ccc(-c3nnco3)cc2)cc1,i,0.1,i,-6,i,i,i,4,-62,i,3
Cc1c(C(c2cccs2)c2c(C)n(C)n(-c3ccccc3)c2=O)c(=O)n(-c2ccccc2)n1C,i,0.5,i,-16,i,i,i,1,6,i,2
CC1Cc2cc(/C(O)=C3/C(=O)C(=O)N(Cc4ccco4)C3c3cccs3)ccc2O1 (stereo not drawn),i,0.9,i,-131,i,i,i,-3,-82,i,3
CCn1cc([N+](=O)[O-])c(C(=O)Nc2nc(-c3ccc(C)c(C)c3)c(C)s2)n1,i,0.2,i,0,i,i,i,-7,-21,i,30
CCn1cc(C(=O)NC2CCCc3c2cnn3-c2cccc(C)c2C)cn1 (stereo not drawn),i,0.0,i,44,i,i,i,22*,-16,i,0
O=C(CSc1nccc2ccccc12)N1CCN(Cc2ccc3c(c2)OCO3)CC1,i,-0.2,i,x,i,i,i,x,9,i,4
COc1ccc(CNC(=O)COC(=O)C2CC3C=CC2C3)cc1 (stereo not drawn),i,-0.1,i,-9,i,i,i,6,12,i,-1
Cc1nnsc1C(=O)N1CCC(C(=O)c2ccccc2)CC1,i,-0.6,i,9,i,i,i,0,-7,i,2
O=C(COc1ccc(F)cc1)N(Cc1cccs1)C1CCS(=O)(=O)C1 (stereo not drawn),i,-0.2,i,-11,i,i,i,-10,-15,i,-4
Cc1ccc(S(=O)(=O)NCc2c(-c3ccccc3)c3cc(Cl)ccc3[nH]c2=O)cc1,i,0.1,i,-29,i,i,i,-2,20,i,2
Cc1ccc(-c2nc(N)sc2C)cc1,i,0.5,i,16,i,i,i,2,-14,i,-15
CC(C)NC(=O)c1ccccc1NC(=O)c1ccccc1N(C)S(C)(=O)=O,i,-0.1,i,-43,i,i,i,-5,-6,i,10
CCCNC(=O)NC(=O)CN1C(=O)NC(C)(c2ccc(C)cc2)C1=O (stereo not drawn),i,-0.2,i,-6,i,i,i,-7,33,i,-1
CCOC(=O)c1sc(NC(=O)C(C)C)c(C#N)c1C,i,-0.1,i,-1,i,i,i,1,3,i,-12
O=C(Cc1n[nH]c(=O)c2ccccc12)OCc1c(Cl)cccc1Cl,i,-4.0,i,-2,i,i,i,1,-44,i,-11
CCCNC(=O)CSc1nccn1Cc1ccc(OC)cc1,i,-0.5,i,-21,i,i,i,-1,7,i,-1
C/C(Cc1ccccc1)=N\NC(=O)CNC(=O)c1ccc(F)cc1,i,-0.1,i,-10,i,i,i,-11,-24,i,-3
COc1ccc(NC(=O)C2CCCN(S(=O)(=O)c3ccc(-n4cnnn4)cc3)C2)cc1 (stereo not drawn),i,-0.5,i,8,i,i,i,-5,28,i,2
Cc1ccc(C(=O)C2=C(O)C(=O)N(c3ncccn3)C2c2ccc(Cl)cc2)o1 (stereo not drawn),i,0.4,i,-19,i,i,i,1,9,i,-5
CCOC(=O)C1=C(C)Nc2nnnn2C1c1c[nH]c2ccccc12 (stereo not drawn),i,0.0,i,-23,i,i,i,-5,1,i,9
N#CC1=C(N)N(c2ncn[nH]2)C2=C(C(=O)CCC2)C1c1ccccc1 (stereo not drawn),i,-0.5,i,-11,i,i,i,-5,2,i,-1

# Only IEC-6 cytotox and TRPC4 block, for some of the entries so far:
compound	IEC-6 cytotox	TRPC4 block
CCc1ccc(OCc2cnc(Cl)s2)cc1	-7	i
O=C(c1cncc(Br)c1)N1CCc2ccccc2C1	0	i
